# Compound activity deposited in PubChem BioAssay by several laboratories.
# NCOA3 inh: SRC3 coactivator transcriptional activity inhibitors, primary screen, cell-based, luminescence | HEK293 GAL4-SRC3 luciferase reporter | AID 588352, 2011 | inhibition, % at 3.6 µM | Nuclear receptor coactivator 3 (Homo sapiens), Q9Y6Q9 | 0.17% of 360,000 active;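 active means inhibition above a per-campaign cutoff, the mean of all compounds plus 3 SD, cut at about 60% in these data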;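 further: 0% = DMSO-treated cells and 100% = gossypol-treated cells at 36 µM; higher means less SRC3-driven luciferase light from the GAL4 reporter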
# KKLEB tox: cytotoxicity in KKLEB CF airway cells, primary screen, cytotoxicity control for CF NF-kB inhibitor project, cell-based, uHTS, fluorescence assay plates | KKLEB CF airway cells viability, ATPlite luminescence, overnight; hits give low values; cells stimulated with P. aeruginosa culture filtrate | AID 602141, 2011 | activity change (cytotoxicity), % at 5 µM | 0.36% of 360,000 active;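 active means corrected activity change at or below -50% at 5 µM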
# NR5A2 inv ag: LRH-1 (NR5A2) inverse agonists, primary screen, cell-based, luminescence, HEK293T, StAR-luciferase reporter. Nuclear receptor subfamily 5 group A member 2 (Homo sapiens), O00482. LRH-1 transfected, 24 h. inhibition, % at 3.6 µM. 0.13% of 360,000 active. AID 602396, 2012;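 active means inhibition above the mean inhibition of all tested compounds plus 3 SD, cut at about 73% in these data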;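 further: 0% = DMSO wells and 100% = reporter-only cells lacking LRH-1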
# Target sequence (O00482 whole entry, looked up): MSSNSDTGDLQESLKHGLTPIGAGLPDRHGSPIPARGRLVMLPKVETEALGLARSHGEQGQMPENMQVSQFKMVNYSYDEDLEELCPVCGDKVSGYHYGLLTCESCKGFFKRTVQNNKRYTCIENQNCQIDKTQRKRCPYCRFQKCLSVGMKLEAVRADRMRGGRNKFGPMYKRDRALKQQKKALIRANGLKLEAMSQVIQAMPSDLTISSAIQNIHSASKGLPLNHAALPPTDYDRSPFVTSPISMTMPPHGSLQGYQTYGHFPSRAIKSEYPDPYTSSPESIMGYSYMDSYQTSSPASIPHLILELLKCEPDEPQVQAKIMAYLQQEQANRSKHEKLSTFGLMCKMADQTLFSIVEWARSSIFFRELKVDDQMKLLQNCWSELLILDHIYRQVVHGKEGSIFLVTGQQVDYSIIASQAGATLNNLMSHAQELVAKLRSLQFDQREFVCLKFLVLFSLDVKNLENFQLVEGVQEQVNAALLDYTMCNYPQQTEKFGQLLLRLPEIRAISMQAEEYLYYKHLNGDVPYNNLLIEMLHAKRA
# TRAIL sens C8: viability loss with TRAIL in NB7+C8 cells, primary screen, TRAIL sensitizer project, cell-based, ATPlite luminescence. inhibition (viability loss, TRAIL sensitization), % at 10 µM. 1% of 360,000 active;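 active means compounds causing at least 50% loss of cell viability in the single-dose screen, relative to plate controls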
# CF NFkB block: inhibitors of PAF-induced NF-kB signaling, primary screen, cell-based, GFP fluorescence, uHTS. inhibition, % at 5 µM. AID 588850, 2011. 0.86% of 360,000 active. KKLEB NF-kB-GFP reporter, GFP fluorescence overnight;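 active means at least 50% inhibition at 5 µM, scaled per plate between neutral and stimulator controls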;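 further: PAF is a Pseudomonas aeruginosa culture filtrate used as stimulus; plate controls were PAF-stimulated DMSO wells for no effect and unstimulated DMSO wells for full effect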
# TROY signal inh: inhibitors of TROY-driven NF-kB signaling, primary screen, Q293 LMP1-TROYcd cells, NF-kB luciferase, uHTS; Q293 LMP1-TROYcd NF-kB luciferase reporter, 4 h; inhibition, % at 10 µM; 0.98% of 360,000 active;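 active means compounds whose plate-normalised and pattern-corrected inhibition of the luciferase reporter signal at the single screening dose is 50% or more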
# EBV LMP1 NFkB: EBV LMP1-driven NF-kappaB luciferase reporter inhibitors, primary screen, cell-based, luminescence, single point; 0.69% of 350,000 active; LMP1-induced NF-kappaB luciferase reporter cells; inhibition, % at 12.5 µM; in the data active means inhibition above about 41%;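 further: 0% = neutral control wells and 100% = reference inhibitor control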
# TWEAK Fn14 block: inhibitors of TWEAK-Fn14 signaling, primary screen, luciferase reporter cells, uHTS; TWEAK-stimulated Fn14 reporter cells, luciferase luminescence, 8 h; inhibition, % at 10 µM; 2% of 360,000 active; in the data active means inhibition above about 50%
# NCOA1 inh: SRC1 coactivator transcriptional activity inhibitors, primary screen, cell-based, luminescence; inhibition, % at 3.6 µM; HEK293 GAL4-SRC1 luciferase reporter; Nuclear receptor coactivator 1 (Homo sapiens), Q15788; 0.12% of 360,000 active;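 active means inhibition above the campaign mean plus 3 SD, with each screening campaign given its own cutoff, cut at about 60% in these data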;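 further: 0% = DMSO treated cells and 100% = gossypol at 36 µM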
# Shn3 3UTR inh: reduction of Shn3 3'UTR firefly luciferase signal, primary screen, Schnurri-3 inhibitor project, cell-based, Clone20 osteoblasts, set 2; Clone20 osteoblast Shn3 3'UTR firefly luciferase, 24 h; inhibition, % at 12.5 µM; 0.52% of 360,000 active; AID 588674, 2011;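 active means mean inhibition of at least 75% with every replicate also reaching 75%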;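 further: 0% = median of neutral control wells and 100% = pilot-screen positive control compound; some compounds past the cut are filed as inactive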
# COUP-TFII inh: NR2F2 transcriptional activity inhibitors, primary screen, cell-based, luciferase reporter, HEK293T, luminescence; HEK293T NGFI-A luciferase reporter; inhibition, % at 8.6 µM; 0.7% of 370,000 active; AID 686940, 2013;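 active means inhibition above a per-plate cutoff, mean inhibition of test wells between control levels plus 3 SD, cut at about 38% in these data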;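 further: cells cotransfected with COUP-TFII expression vector driving the NGFI-A reporter; 0% = median of COUP-TF2 test wells and 100% = reporter-only cells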
# Target sequence (P24468 whole entry, looked up): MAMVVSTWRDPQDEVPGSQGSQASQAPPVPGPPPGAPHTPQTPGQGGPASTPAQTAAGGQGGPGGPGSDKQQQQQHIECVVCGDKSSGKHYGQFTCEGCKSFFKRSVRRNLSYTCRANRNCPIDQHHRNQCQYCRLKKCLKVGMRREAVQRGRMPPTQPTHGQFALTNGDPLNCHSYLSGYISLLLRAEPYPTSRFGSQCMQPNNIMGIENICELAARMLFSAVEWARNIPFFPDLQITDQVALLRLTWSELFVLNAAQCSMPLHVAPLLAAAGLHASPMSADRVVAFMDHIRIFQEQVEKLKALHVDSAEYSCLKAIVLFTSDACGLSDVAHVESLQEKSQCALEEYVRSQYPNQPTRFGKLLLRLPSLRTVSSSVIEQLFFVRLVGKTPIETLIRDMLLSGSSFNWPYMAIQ
# Active calls of the source: *; x = not tested or not shown. These rows are one share of the data (hit frequency here may not be typical).
entry	Compound	NCOA3 inh	KKLEB tox	NR5A2 inv ag	TRAIL sens C8	CF NFkB block	TROY signal inh
1	CC(=O)N/C(=N/c1nc(C)cc(C)n1)Nc1ccc(F)cc1F	-46	-14	2	6	-26	9
2	Cc1ccc(/C=N/NC(=O)Cc2c[nH]c3ccccc23)c(C)c1	-7	13	-1	0	7	6
3	Cc1onc(-c2ccccc2)c1C(=O)NCCc1ccncc1	13	-8	29	-12	-6	5
4	Cc1cccc(NC(=O)c2ccc(C(=O)c3ccccc3)cc2)n1	-87	0	-133	33	-8	-13
5	CC1(c2ccccc2)NC(=O)N(CC(=O)Nc2ccc(C(N)=O)cc2)C1=O (stereo unspecified)	-14	2	4	13	0	-2
6	COCCNC(=O)NC12CC3CC(CC(C3)C1)C2	17	-4	-9	-1	-1	-2
7	CC1CCCCC1NC(=O)CCCCCn1c(=S)[nH]c2ccsc2c1=O (stereo unspecified)	-10	16	-4	-10	-12	6
8	CC(C)CCOc1ccc(-c2c(=O)n(OCc3ccc([N+](=O)[O-])cc3)c3ccccc3[n+]2[O-])cc1	-4	14	-10	12	-2	-3
9	O=C1C2C3C=CC(C4CC34)C2C(=O)N1/N=C/c1c[nH]c2ccccc12 (stereo unspecified)	-29	0	20	39	12	-50
10	O=C(COc1ccc([N+](=O)[O-])cc1)NCc1ccccc1	-18	1	2	-1	-6	-7
11	Cc1ccc(C)c(S(=O)(=O)N2CCN(C(=O)CSC(=S)N3CCCC3)CC2)c1	13	9	-8	2	-23	8
12	CC(C)c1ccc(NC(=O)C2CC3CCC2C3)cc1 (stereo unspecified)	-77	6	-114	-6	5	-81
13	CCOc1cccc(/C=C/c2ccc3cccc(O)c3n2)c1O	-67	14	-97	28	-35	-67
14	COc1ccccc1-n1cnc2cc(NS(=O)(=O)c3ccc(Br)cc3)ccc21	-1	11	12	-2	8	28
15	CCOC(=O)c1cnc(-n2nc(C)cc2C)nc1Nc1cccc(C(C)=O)c1	-7	-3	11	0	-2	-3

entry	EBV LMP1 NFkB	TWEAK Fn14 block	NCOA1 inh	Shn3 3UTR inh	COUP-TFII inh
1	10	-25	12	-3	0
2	-20	21	-30	-9	5
3	3	8	13	-19	-11
4	-27	26	-73	-73	-2
5	0	8	1	-6	-9
6	4	0	-3	5	-2
7	-7	11	8	-4	11
8	-39	-32	-12	9	22
9	-14	-16	-27	-5	-1
10	6	-1	-3	-15	11
11	4	-26	-96	13	23
12	-38	-31	-99	-52	-37
13	-2	2	-88	-14	-16
14	-2	11	-8	34	12
15	-3	7	0	6	4

# Next section:
entry	Compound	NCOA3 inh	KKLEB tox	NR5A2 inv ag	TRAIL sens C8	CF NFkB block	TROY signal inh
16	CN(C)c1ccc(/C=N/NC(=O)c2ccc(NC(=O)c3ccccc3)cc2)cc1	-16	-22	12	22	30	-30
17	O=C(COC(=O)CNC(=O)c1sc2ccccc2c1Cl)NC1CCS(=O)(=O)C1 (stereo unspecified)	16	6	-7	0	-22	-47
18	Cc1ccc(C(=O)Nc2ccc(O)cc2C(=O)O)cc1	18	-10	3	25	3	9
19	COCCCNC(=O)Cn1c(=O)n(Cc2ccc(C(=O)NCCc3ccc(OC)c(OC)c3)cc2)c(=O)c2ccccc21	9	-1	3	0	1	-6
20	COc1ccc(Cc2c(C(C)(C)C)nc3c(C)cc(Br)cn23)c(C)c1	1	10	6	-14	-19	5
21	COc1ccc(Cl)cc1-c1cc(C(=O)NCc2ccc(C(F)(F)F)cc2)[nH]n1	-5	8	5	5	-24	22
22	CC(=O)Nc1ccc(NC(=S)NC(=O)c2ccc(-c3ccccc3)cc2)cc1	8	4	4	19	20	-18
23	NC(=O)c1ccc(NC(=O)COC(=O)c2ccccc2Nc2ccccc2)cc1	-25	-6	-1	22	5	-14
24	Cc1cccc(C(=O)N(C)c2nnc(-c3ccncc3)s2)c1	16	2	-12	-3	1	11
25	Clc1ccc(NC2=NCCCCC2)cc1	12	-3	15	-9	17	13
26	CNC(=O)c1cc(C(=O)c2ccc(F)cc2Cl)c[nH]1	4	9	14	-6	-14	-13
27	CC(C)CN(C(=O)CN1C(=O)NC2(CCc3ccccc32)C1=O)C1CCS(=O)(=O)C1 (stereo unspecified)	-3	4	-11	0	1	-3
28	CC(=O)Nc1ccc(C(=O)N/N=C/c2ccccc2OCc2ccccc2)cc1	-1	-18	-12	-15	-19	-3
29	C=CCC[C@@H](Cc1ccc(F)cc1)C(=O)OC[C@@H](Cc1c[nH]c2ccccc12)NC(=O)[C@H](CC=C)CC(=O)N(CCO)Cc1ccccc1	-7	-2	23	38	27	33
30	CCOC(=O)c1c(C)c(C(=O)NCCN2CCOCC2)c(C)n1C	21	-3	19	-5	9	-8

entry	EBV LMP1 NFkB	TWEAK Fn14 block	NCOA1 inh	Shn3 3UTR inh	COUP-TFII inh
16	1	-24	-44	5	-8
17	-1	-5	-1	-6	-29
18	4	15	-4	8	14
19	1	-1	-4	8	10
20	x	40	18	-14	-8
21	x	29	6	14	0
22	x	-20	0	-16	-11
23	-6	-18	-9	-1	-9
24	-4	-5	-15	-4	21
25	-5	-10	0	-2	4
26	19	-7	14	-19	-6
27	-2	-6	-12	-5	5
28	-7	4	-11	-6	-25
29	9	58*	-12	50	17
30	2	11	-5	0	x

# Continued.
entry	Compound	NCOA3 inh	KKLEB tox	NR5A2 inv ag	TRAIL sens C8	CF NFkB block	TROY signal inh
31	Cc1cccc2cc(CN(Cc3ccccc3)C(=O)N(C)C)c(=O)[nH]c12	-18	4	16	-10	-2	-51
32	C=CCN=C1S/C(=C\c2ccc(Cl)cc2)C(=O)N1CC=C	14	-23	-12	-16	33	-39
33	Cc1ccc(NC(=O)CSc2nnc(N)s2)c([N+](=O)[O-])c1	-9	2	-28	-3	-7	-11
34	COCCn1c(SCC(=O)NC(=O)NCc2ccccc2)nc2ccccc21	-7	0	-5	-14	3	3
35	CC(=O)c1c(O)c2ccccc2n(Cc2ccccc2)c1=O	-6	-2	4	-7	4	5
36	COc1cccc(OC)c1OCCCSc1nc(C)cc(=O)[nH]1	-16	-6	13	0	-2	4
37	Cc1ccc(S(=O)(=O)N/N=C/c2ccccc2F)cc1[N+](=O)[O-]	-9	-10	18	4	24	-32
38	COc1ccc(Nc2nc3ccc(C)cn3c(=O)c2/C=N/O)cc1	-23	10	2	-1	-62	-19
39	COc1ccc(N2C(=O)CC(n3cnc4ccccc43)C2=O)cc1 (stereo unspecified)	-1	0	-1	3	18	18
40	COc1ccccc1CN(C)C(=O)CSc1nnc(C2CC2)n1C1CC1	13	22	4	23	8	-9
41	O=C(NCc1cc([N+](=O)[O-])ccc1O)c1cccc(NS(=O)(=O)c2ccccc2)c1	-6	-4	6	-10	-17	20
42	COCCOCCn1c(/C=C/c2ccccc2)nc2ccccc21	-63	-12	-142	53*	-2	-15
43	CCn1cc(C2CC(=O)NC2=O)c2ccccc21 (stereo unspecified)	8	4	9	-9	-2	-3
44	c1c2c(cc3sc(N4CCOCC4)nc13)OCO2	-64	-9	-120	21	15	-48
45	CNC(=S)N1N=C(c2ccc(C)cc2)CC1c1ccc(Br)cc1 (stereo unspecified)	4	10	2	-3	-2	-6

entry	EBV LMP1 NFkB	TWEAK Fn14 block	NCOA1 inh	Shn3 3UTR inh	COUP-TFII inh
31	5	-1	5	50	7
32	5	-18	0	3	-6
33	3	-5	4	-19	14
34	3	-3	-4	6	14
35	-5	13	-4	5	-1
36	-1	-5	0	-1	15
37	1	-3	-13	-11	8
38	5	-12	-4	4	6
39	0	3	-6	-49	6
40	5	-10	-4	-5	-5
41	0	1	-16	-9	3
42	-10	12	-135	-30	-30
43	-10	1	11	x	5
44	-1	41	-87	-67	-41
45	-1	-13	-11	4	-22

# Eight entries from above, ordered by count of non-hydrogen atoms, ascending:
entry	Compound	NCOA3 inh	KKLEB tox	NR5A2 inv ag	TRAIL sens C8	CF NFkB block	TROY signal inh
44	c1c2c(cc3sc(N4CCOCC4)nc13)OCO2	-64	-9	-120	21	15	-48
32	C=CCN=C1S/C(=C\c2ccc(Cl)cc2)C(=O)N1CC=C	14	-23	-12	-16	33	-39
35	CC(=O)c1c(O)c2ccccc2n(Cc2ccccc2)c1=O	-6	-2	4	-7	4	5
37	Cc1ccc(S(=O)(=O)N/N=C/c2ccccc2F)cc1[N+](=O)[O-]	-9	-10	18	4	24	-32
42	COCCOCCn1c(/C=C/c2ccccc2)nc2ccccc21	-63	-12	-142	53*	-2	-15
31	Cc1cccc2cc(CN(Cc3ccccc3)C(=O)N(C)C)c(=O)[nH]c12	-18	4	16	-10	-2	-51
34	COCCn1c(SCC(=O)NC(=O)NCc2ccccc2)nc2ccccc21	-7	0	-5	-14	3	3
41	O=C(NCc1cc([N+](=O)[O-])ccc1O)c1cccc(NS(=O)(=O)c2ccccc2)c1	-6	-4	6	-10	-17	20

entry	EBV LMP1 NFkB	TWEAK Fn14 block	NCOA1 inh	Shn3 3UTR inh	COUP-TFII inh
44	-1	41	-87	-67	-41
32	5	-18	0	3	-6
35	-5	13	-4	5	-1
37	1	-3	-13	-11	8
42	-10	12	-135	-30	-30
31	5	-1	5	50	7
34	3	-3	-4	6	14
41	0	1	-16	-9	3

# (cont.)
entry	Compound	NCOA3 inh	KKLEB tox	NR5A2 inv ag	TRAIL sens C8	CF NFkB block	TROY signal inh
46	COC(=O)/C=C1\SC(N2CCOCC2)=C(c2ccc(OC)cc2)C1=O	2	1	14	-6	-1	3
47	Cc1ccc(N2C(=O)CC(SCC(=O)Nc3ccc(S(N)(=O)=O)cc3)C2=O)cc1 (stereo unspecified)	-5	-4	-4	0	-5	8
48	CC1(c2nnnn2Cc2ccccc2)CCC(=O)N1CC(F)(F)F (stereo unspecified)	x	x	-9	-5	x	9
49	CC1(C)CC(=O)C(C=NCCN2CCN(CC(=O)Nc3ccc(Cl)cc3)CC2)=C(O)C1	4	2	-7	-10	-7	-1
50	CC(C)c1ccc(CNC(=O)C2CCCN2S(=O)(=O)c2ccccc2)cc1 (stereo unspecified)	15	9	6	4	-6	6

entry	EBV LMP1 NFkB	TWEAK Fn14 block	NCOA1 inh	Shn3 3UTR inh	COUP-TFII inh
46	2	-18	-20	-1	-11
47	-3	-11	5	7	-13
48	x	-6	x	x	-18
49	0	-5	-31	-11	3
50	4	9	-8	6	16

# Results in sequence from the entries so far:
# Compounds 33 to 44 in TROY signal inh, in turn: -11, 3, 5, 4, -32, -19, 18, -9, 20, -15, -3, -48
